SARS 3CLpro inh – SARS-CoV 3CLpro protease inhibition. recombinant SARS-CoV 3CLpro, quenched FRET peptide cleavage. inhibition, % at 6 µM. 290,000 compounds, 0.14% hits. AID 1706; in the data active = inhibition above about 12%
TcdB inh – TcdB glycohydrolase inhibition; 350,000 compounds, 0.24% hits; inhibition, % at 9.99 µM; TcdB glycohydrolase enzymatic assay, plate reader; AID 652162; in the data active = inhibition above about 10%
Vc quorum ag – quorum light induction in luxS cqsA deficient V. cholerae; activation, % at 18.7 µM; 350,000 compounds, 0.16% hits; V. cholerae BH1578 lux reporter, luminescence, 6 h; AID 588436; in the data active = activation mostly above about 9.7%, no sharp cut-off; also: not every result past the cut was called active; inactives centre near 0; reference of the scale not given here
DUSP3 inh – blocks human VHR1 dual specificity phosphatase; recombinant VHR phosphatase, pNPP absorbance; P51452; 290,000 compounds, 0.52% hits; AID 1654; inhibition, % at 13.3 µM; in the data active = inhibition above about 50%; also: some compounds called inactive have numbers as strong as hits
Target sequence (P51452 whole entry, looked up): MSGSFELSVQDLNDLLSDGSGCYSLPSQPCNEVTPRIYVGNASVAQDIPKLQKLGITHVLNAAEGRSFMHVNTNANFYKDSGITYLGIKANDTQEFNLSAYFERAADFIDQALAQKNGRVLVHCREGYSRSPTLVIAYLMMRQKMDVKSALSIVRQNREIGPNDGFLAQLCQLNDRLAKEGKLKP
MazEF act – activators of E. coli MazEF toxin-antitoxin RNase; FAM/BHQ RNA-DNA oligo cleavage fluorescence, 5 h; activation, % at 20 µM; P0AE70; 350,000 compounds, 0.32% hits; in the data active = activation above about 50%
Target sequence (P0AE70 whole entry, looked up): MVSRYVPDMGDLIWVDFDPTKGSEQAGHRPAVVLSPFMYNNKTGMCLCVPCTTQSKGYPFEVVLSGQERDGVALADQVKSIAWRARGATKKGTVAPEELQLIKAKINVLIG
SSB-PriA inh – K. pneumoniae PriA-SSBct interaction inhibition | AlphaScreen SSBct-PriA binding, biotinylated peptide | inhibition, % at 33 µM | 430,000 compounds, 0.6% hits | AID 1272365; in the data active = inhibition mostly above about 37%, no sharp cut-off; inactive = mostly below about 20%;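 also: plate controls were negative control peptide for no effect and reference peptide for full effect; strong numbers were not always called active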
PfHsp40 rescue – rescue of PfHsp40-mediated yeast toxicity | S. cerevisiae expressing PfHsp40, growth rescue, ATP luminescence | growth rescue, % at 12.5 µM | 340,000 compounds, 0.68% hits | AID 504582; in the data active = growth rescue above about 28%, passing the limit was not always enough;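 also: yeast W303a lacking pdr1 and pdr3 grown in galactose medium; growth measured after three days at 30 °C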
Rv3671c protease – inhibits the M. tuberculosis serine protease Rv3671c. 320,000 compounds, 0.048% hits. P9WHR9. inhibition, % at 5.96 µM; in the data active = inhibition above about 38%;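 also: extracellular domain of Rv3671c used as enzyme; 0% = enzyme with DMSO and 100% = no enzyme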
Target sequence (P9WHR9 whole entry, looked up, the tested form may be a part): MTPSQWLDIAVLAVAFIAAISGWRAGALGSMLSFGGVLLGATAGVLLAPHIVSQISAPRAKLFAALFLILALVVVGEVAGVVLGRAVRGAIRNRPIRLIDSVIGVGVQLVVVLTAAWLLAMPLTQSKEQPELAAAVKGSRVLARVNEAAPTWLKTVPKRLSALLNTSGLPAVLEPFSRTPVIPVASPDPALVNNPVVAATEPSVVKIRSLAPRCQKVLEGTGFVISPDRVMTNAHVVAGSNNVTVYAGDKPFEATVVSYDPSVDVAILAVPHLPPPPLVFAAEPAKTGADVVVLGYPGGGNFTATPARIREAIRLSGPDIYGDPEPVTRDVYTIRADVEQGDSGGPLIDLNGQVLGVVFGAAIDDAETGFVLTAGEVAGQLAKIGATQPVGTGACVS
Y pestis TopoI – inhibitors of Yersinia pestis topoisomerase I; Y. pestis Topo-I cleavage product accumulation, plate reader; activity, % at 10 µM; 360,000 compounds, 0.064% hits; AID 504884; in the data active = activity above about 50%, passing the limit was not always enough; also: inactives centre near 2
Anthrax LF prot – anthrax lethal factor protease inhibition; P15917; multiplex microsphere protease cleavage assay, LF; inhibition, % at 10 µM; 360,000 compounds, 0.12% hits; AID 588501; in the data active = inhibition above about 30%; also: plate controls were buffer without enzyme for full effect and enzyme alone for no effect
* marks the source's active call; other numbers are inactive results. Not all compounds are listed; the hit share may differ from the screen's.

Screening O=C(NNC(=O)c1ccc(=O)[nH]c1)c1ccc(NS(=O)(=O)c2cccs2)cc1 returned TcdB inh 2.0, Vc quorum ag inactive, MazEF act 2, SSB-PriA inh -8, PfHsp40 rescue -1.1, Rv3671c protease -5, Y pestis TopoI 0 and Anthrax LF prot -10.
Screening COc1ccc(NC(C)=O)cc1NC(C)C(=O)Nc1cccc2ccccc12 (centres undefined) returned SARS 3CLpro inh -5, Vc quorum ag inactive, DUSP3 inh 18, MazEF act -5, SSB-PriA inh 7, PfHsp40 rescue -0.2, Rv3671c protease 11, Y pestis TopoI -9 and Anthrax LF prot 5.
Screening O=C(CN1CCN(c2ccc(O)cc2)CC1)Nc1ccc2c(c1)OCCCO2 returned TcdB inh -3.4, Vc quorum ag -0.8, MazEF act 3, SSB-PriA inh -1, PfHsp40 rescue -0.8, Rv3671c protease -2, Y pestis TopoI 1 and Anthrax LF prot 5.
`O=C(Nc1ccccc1F)C1CCN(S(=O)(=O)c2cccnc2)CC1` gave SARS 3CLpro inh 3, TcdB inh -0.8, Vc quorum ag inactive, DUSP3 inh 12, MazEF act 13, SSB-PriA inh -9, PfHsp40 rescue -1.5, Rv3671c protease -4, Y pestis TopoI 7 and Anthrax LF prot -3.
Screening COC(=O)c1cc(NC(=O)c2cc(-c3ccc(Cl)cc3)oc2C(F)(F)F)ccc1N1CCOCC1 returned SARS 3CLpro inh 2, TcdB inh -0.2, Vc quorum ag -0.6, DUSP3 inh 5, MazEF act -6, SSB-PriA inh -2, PfHsp40 rescue -0.2, Rv3671c protease -20, Y pestis TopoI 13 and Anthrax LF prot 2.
For CC(C)(C)Nc1nc(Cl)nc(Nc2ccccc2)n1 the results were SARS 3CLpro inh -4, TcdB inh 4.6, Vc quorum ag inactive, DUSP3 inh 1, MazEF act 10, SSB-PriA inh -10, PfHsp40 rescue 1.3, Rv3671c protease -4, Y pestis TopoI 0 and Anthrax LF prot 4.
For COc1ccc(NC(=O)CN(C)C(=O)c2ccc(NS(=O)(=O)c3ccc4[nH]c(=O)[nH]c4c3)cc2)cc1 the results were TcdB inh 1.8, Vc quorum ag -3.7, MazEF act 0, SSB-PriA inh 0, PfHsp40 rescue 0.4, Rv3671c protease 3, Y pestis TopoI -7 and Anthrax LF prot -1.
CCOC(=O)c1c(NC(=O)NC(C)(C)C)sc2c1CCN(C)C2 was read as SARS 3CLpro inh -2, TcdB inh 3.1, Vc quorum ag inactive, DUSP3 inh 13, MazEF act 2, SSB-PriA inh 2, PfHsp40 rescue -1.5, Rv3671c protease 1, Y pestis TopoI -2 and Anthrax LF prot 17.
`Cc1ccc2oc(-c3cccc(NC(=O)c4ccc(Br)o4)c3C)nc2c1` gave SARS 3CLpro inh 5, TcdB inh -0.6, DUSP3 inh 23, MazEF act 5, SSB-PriA inh 24, PfHsp40 rescue 2.3, Rv3671c protease -3, Y pestis TopoI 24 and Anthrax LF prot -1.
CCOC(=O)C1CCCN(C/C(O)=C(\C#N)c2nc(-c3ccc(Cl)cc3)cs2)C1 (centres undefined) was read as SARS 3CLpro inh -8, Vc quorum ag -0.5, DUSP3 inh 1, MazEF act 9, PfHsp40 rescue -1.4, Rv3671c protease 14, Y pestis TopoI 7 and Anthrax LF prot -9.

Next part, overlapping the part above by two compounds.
`Cc1ccc2oc(-c3cccc(NC(=O)c4ccc(Br)o4)c3C)nc2c1` gave SARS 3CLpro inh 5, TcdB inh -0.6, DUSP3 inh 23, MazEF act 5, SSB-PriA inh 24, PfHsp40 rescue 2.3, Rv3671c protease -3, Y pestis TopoI 24 and Anthrax LF prot -1.
CCOC(=O)C1CCCN(C/C(O)=C(\C#N)c2nc(-c3ccc(Cl)cc3)cs2)C1 (centres undefined) was read as SARS 3CLpro inh -8, Vc quorum ag -0.5, DUSP3 inh 1, MazEF act 9, PfHsp40 rescue -1.4, Rv3671c protease 14, Y pestis TopoI 7 and Anthrax LF prot -9.
`CC(C)c1ccc(/C=C2\CC/C(=C\C=N\N(C)C)C2=O)cc1` gave SARS 3CLpro inh -5, Vc quorum ag inactive, DUSP3 inh -8, MazEF act -9, PfHsp40 rescue 0.8, Rv3671c protease -5, Y pestis TopoI 6 and Anthrax LF prot -10.
Cc1ccc2c(c1)N(CCCC(=O)NCC1COc3ccccc3O1)C(=O)CO2 (centres undefined) was read as SARS 3CLpro inh 2, Vc quorum ag -0.8, DUSP3 inh 14, MazEF act 4, SSB-PriA inh 3, PfHsp40 rescue 0.4, Rv3671c protease -3, Y pestis TopoI 9 and Anthrax LF prot -9.
Screening COc1ccc(-c2cnc(N)nc2-c2ccc(OCc3ccccc3)cc2O)cc1 returned SARS 3CLpro inh 3, TcdB inh -0.1, Vc quorum ag -0.3, DUSP3 inh 32, MazEF act -6, SSB-PriA inh 4, PfHsp40 rescue -1.0, Rv3671c protease -10, Y pestis TopoI 21 and Anthrax LF prot 0.
`Cc1cccc(-c2nnc(SCC(=O)NC3CCCC3)o2)c1` gave SARS 3CLpro inh -5, TcdB inh -0.9, Vc quorum ag -0.2, DUSP3 inh 25, MazEF act 2, SSB-PriA inh -8, PfHsp40 rescue 0.3, Y pestis TopoI 13 and Anthrax LF prot -2.
`CCOC(=O)C1CCCN(Cc2cc(Br)ccc2OC)C1` (centres undefined) gave SARS 3CLpro inh 0, DUSP3 inh -11, MazEF act -6, SSB-PriA inh -16, PfHsp40 rescue 0.7, Rv3671c protease -5, Y pestis TopoI -8 and Anthrax LF prot 3.
For O=C(NCCc1ccc(Cl)cc1)c1ccc2c(c1)OCO2 the results were SARS 3CLpro inh 6, TcdB inh 0.2, Vc quorum ag inactive, DUSP3 inh 6, MazEF act 3, SSB-PriA inh 2, PfHsp40 rescue -1.1, Rv3671c protease 3, Y pestis TopoI 14 and Anthrax LF prot -6.
Screening COc1cc(C(=O)OCC(=O)Nc2ccc(S(=O)(=O)N3CCCC3)cc2)cc(OC)c1OC returned TcdB inh 0.8, Vc quorum ag inactive, MazEF act -1, SSB-PriA inh -3, PfHsp40 rescue -0.6, Rv3671c protease -4, Y pestis TopoI -1 and Anthrax LF prot -5.
For CC(C)(C)n1nnnc1C(c1cccs1)N(Cc1cccnc1)CC1CCCO1 (centres undefined) the results were SARS 3CLpro inh 4, DUSP3 inh 8, MazEF act 0, SSB-PriA inh -5, PfHsp40 rescue 1.4, Rv3671c protease 6, Y pestis TopoI 24 and Anthrax LF prot 5.
COc1cccc(NC(=O)CN(C)C(=O)CCCc2c[nH]c3ccccc23)c1 was read as TcdB inh 1.6, Vc quorum ag inactive, MazEF act -8, SSB-PriA inh 3, PfHsp40 rescue 0.3, Rv3671c protease 5, Y pestis TopoI 7 and Anthrax LF prot -6.
`Cc1ccc(C)c(NC(=O)CCC(=O)OC(C(=O)c2ccccc2)c2ccccc2)c1` (centres undefined) gave SARS 3CLpro inh -3, Vc quorum ag inactive, DUSP3 inh 15, MazEF act 12, SSB-PriA inh -16, PfHsp40 rescue 0.6, Rv3671c protease -1, Y pestis TopoI 4 and Anthrax LF prot 2.
CCOC(=O)C1CCN(C(=O)c2ccc3c(=O)n4nc(Nc5cc(C)ccc5C)sc4nc3c2)CC1 was read as SARS 3CLpro inh -2, TcdB inh 0.8, Vc quorum ag -2.0, DUSP3 inh 6, MazEF act -4, SSB-PriA inh -2, PfHsp40 rescue -2.3, Rv3671c protease -32, Y pestis TopoI 10 and Anthrax LF prot -3.
For CC(=O)c1cccc(NC(=O)Oc2ccccc2)c1 the results were SARS 3CLpro inh 3, TcdB inh -1.7, Vc quorum ag 5.9, DUSP3 inh 33, MazEF act 10, SSB-PriA inh -6, PfHsp40 rescue 0.0, Rv3671c protease 3, Y pestis TopoI -3 and Anthrax LF prot -4.
Cn1c(=O)cc(SCC(=O)N2CCN(Cc3ccc4c(c3)OCO4)CC2)c2ccccc21 was read as SARS 3CLpro inh -2, Vc quorum ag -3.2, DUSP3 inh 19, MazEF act 2, SSB-PriA inh -13, PfHsp40 rescue -1.4, Rv3671c protease 7, Y pestis TopoI 23 and Anthrax LF prot 5.
`CC(=O)c1cccc(NC(=O)C2CCCN(S(=O)(=O)c3ccc(F)cc3)C2)c1` (centres undefined) gave SARS 3CLpro inh 1, Vc quorum ag inactive, DUSP3 inh -12, MazEF act 7, SSB-PriA inh -11, PfHsp40 rescue -0.6, Rv3671c protease -13, Y pestis TopoI 3 and Anthrax LF prot 0.
Screening Cn1c(-c2ccccc2)cnc1NCc1cc(Cl)ccc1O returned SARS 3CLpro inh 8, TcdB inh 2.6, Vc quorum ag inactive, DUSP3 inh 5, MazEF act 11, SSB-PriA inh 13, PfHsp40 rescue 2.1, Y pestis TopoI 3 and Anthrax LF prot -3.
For Cc1cc(OC(C)C(=O)NCc2ccncc2)c2c3c(c(=O)oc2c1)CCC3 (centres undefined) the results were SARS 3CLpro inh -3, TcdB inh 0.8, Vc quorum ag inactive, DUSP3 inh 13, MazEF act 9, SSB-PriA inh -3, PfHsp40 rescue -1.1, Rv3671c protease -4, Y pestis TopoI -9 and Anthrax LF prot -5.
Screening Cc1[nH]n(-c2ccccc2)c(=O)c1C=Nc1ccc2[nH]c(=O)[nH]c2c1 returned SARS 3CLpro inh 5, Vc quorum ag -0.2, DUSP3 inh -10, MazEF act 90*, SSB-PriA inh -1, PfHsp40 rescue -0.7, Rv3671c protease -6, Y pestis TopoI 3 and Anthrax LF prot 3.
Screening COc1cccc(C(=O)Nc2nc(-c3ccccc3)c(-c3ccccc3)o2)c1 returned SARS 3CLpro inh 0, TcdB inh 1.2, Vc quorum ag -0.2, DUSP3 inh -8, MazEF act 16, SSB-PriA inh 17, PfHsp40 rescue 3.8, Rv3671c protease -36, Y pestis TopoI -7 and Anthrax LF prot -3.
`CC(C)S(=O)(=O)c1csc(C(=O)NNC(=O)Nc2ccccc2)c1Cl` gave SARS 3CLpro inh 2, TcdB inh 0.8, Vc quorum ag inactive, DUSP3 inh 0, MazEF act -6, SSB-PriA inh 4, PfHsp40 rescue -1.5, Rv3671c protease 1, Y pestis TopoI -2 and Anthrax LF prot 2.
COCCN(C(=O)CNC(=O)c1cccs1)C(C(=O)NC1CCCCC1)c1ccco1 (centres undefined) was read as SARS 3CLpro inh 4, Vc quorum ag -0.3, DUSP3 inh 21, MazEF act -1, SSB-PriA inh -6, PfHsp40 rescue 0.1, Rv3671c protease 1, Y pestis TopoI 10 and Anthrax LF prot 2.
COc1ccc(C(NC(C)=O)c2ccc3cccnc3c2O)c(OC)c1 (centres undefined) was read as Vc quorum ag inactive, DUSP3 inh 28, MazEF act 5, SSB-PriA inh 94, PfHsp40 rescue -0.6, Rv3671c protease 5, Y pestis TopoI -10 and Anthrax LF prot 4.
Cc1cc(NS(=O)(=O)c2ccc(NC(=O)CCCC(=O)O)cc2)nc(C)n1 was read as SARS 3CLpro inh 0, Vc quorum ag inactive, DUSP3 inh -1, MazEF act 8, SSB-PriA inh -11, PfHsp40 rescue 0.8, Rv3671c protease 1, Y pestis TopoI -8 and Anthrax LF prot -2.
`CCOc1ccc(CNCCCSc2ncccn2)cc1` gave SARS 3CLpro inh -4, TcdB inh 1.3, Vc quorum ag -0.3, DUSP3 inh 11, MazEF act 7, SSB-PriA inh -3, PfHsp40 rescue -0.3, Rv3671c protease 18, Y pestis TopoI -5 and Anthrax LF prot -13.
`CC(C)[C@H](NC(=O)c1ccco1)C(=O)OCC(=O)Nc1cccc(F)c1` gave SARS 3CLpro inh 1, TcdB inh 0.7, Vc quorum ag -1.8, DUSP3 inh 17, MazEF act -8, SSB-PriA inh 3, PfHsp40 rescue 0.2, Rv3671c protease 6, Y pestis TopoI 5 and Anthrax LF prot 1.
`O=C(OCc1nc2scc(-c3ccccc3)c2c(=O)[nH]1)c1cc(Cl)ccc1[N+](=O)[O-]` gave SARS 3CLpro inh 4, Vc quorum ag -0.3, DUSP3 inh 2, MazEF act -3, SSB-PriA inh 13, PfHsp40 rescue 0.2, Rv3671c protease -12, Y pestis TopoI -3 and Anthrax LF prot 0.
